Wnt bcat act: Wnt/beta-catenin pathway activation | Wnt/beta-catenin reporter cell assay, activator, plate reader | activation, % at 9.35 µM | actives 1.2% (n = 300,000) | AID 743398; in the data active = activation above about 30%, passing the limit was not always enough; inconclusive = no clear call, values can overlap the other calls;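 note: 0% = neutral control wells and 100% = positive control wells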
phage Ecoli inh: E. coli growth loss with phage present | growth absorbance | actives 0.26% (n = 360,000) | AID 651602 | inhibition, % at 11.9 µM; in the data active = inhibition above about 11%
Tat transport: inhibitors of E. coli Tat protein transport | E. coli MC4100 TorA-mCherry Tat export, fluorescence | inhibition, % at 10 µM | actives 0.036% (n = 340,000);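 active = mean replicate inhibition at least 50% and at least half of replicates individually reaching 50%; inconclusive = only one of the two criteria met; inactive = neither criterion met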;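 note: exported cargo escapes ClpAP degradation while cytoplasmic cargo is degraded and loses fluorescence; 0% = median of neutral control wells and 100% = median of NaSCN control wells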
MITF act: increases MITF-driven TRPM1 promoter luciferase signal; SK-MEL-5 TRPM1-promoter luciferase, 24 h; % of positive control, neutral wells = 0; activation, % at 12.5 µM; actives 0.75% (n = 300,000);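 active = mean activation of at least 80% with every replicate also reaching 80%; inconclusive = mean reaches 80% but some replicate falls short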;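 note: 0% = neutral control wells and 100% = parthenolide positive control wells; values of inactives mirror those of a sister screen read the other way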
CAL PDZ FP-1: blocks peptide binding to human CAL PDZ domain; purified CAL PDZ, TMR-peptide fluorescence polarization, 1 h; actives 0.02% (n = 330,000); AID 504414; inhibition, % at 20 µM; Q9HD26;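 active = highest replicate inhibition of at least 40%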;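 note: plate controls were DMSO neutral control wells for no effect and unlabeled competitor peptide control wells for full effect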
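Test system: purified CerCALP PDZ construct; Compound dosing: one concentration, 20 µM compound; Also added: TMR-labelled reporter peptide T*-PRC34 bound in PDZ groove; Read-out: inhibition from polarization loss; Controls: unlabelled peptide and DMSO controls; Signal: FP readout, S and P plane fluorescence; Incubation: 1 h at RT.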
E coli growth: counter-screen for AddAB inhibitors: E. coli growth inhibition | E. coli V3065 growth, OD600 absorbance, 18 h | inhibition, % at 11.9 µM | actives 0.27% (n = 330,000);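 active = inhibition above the campaign's mean inhibition across all tested compounds plus 3 SD, cut at about 9.9% in these data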;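 note: uninfected addAB+ strain grown without phage in ampicillin broth; 0% = DMSO wells and 100% = ciprofloxacin 0.95 µg/ml wells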
AddAB inh: less growth of phage-infected E. coli with AddAB; inhibition, % at 11.9 µM; actives 0.29% (n = 330,000); AID 435030; E. coli expressing H. pylori AddAB, absorbance growth; in the data active = inhibition above about 12%;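 note: 0% = vehicle wells of infected cells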
CAL PDZ FP-2: CAL PDZ (human) peptide binding inhibition; inhibition, % at 24.9 µM; purified CAL PDZ, TMR-peptide fluorescence polarization, 1 h; AID 602252; Q9HD26; actives 0.92% (n = 300,000);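 active = mean inhibition of at least 30% with at least half of replicates also reaching 30%; inconclusive = no clear call, values can overlap the other calls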;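 note: 0% = DMSO neutral control and 100% = excess unlabeled competitor peptide PRC23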
SR-BI HDL uptake: inhibitors of mouse SR-BI mediated HDL lipid uptake; Q61009; ldlA[mSR-BI] CHO cells, DiI-HDL uptake fluorescence, 3 h; inhibition, % at 12.5 µM; actives 0.96% (n = 320,000); AID 488896;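 active = mean replicate inhibition of at least 70% and a set share of replicates each scoring 70 or more; inconclusive = meets just one of the two criteria; inactive = fails both criteria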;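 note: 0% = median of neutral control wells and 100% = median of positive control wells; values of inactives mirror those of a sister screen read the other way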
Target sequence (Q61009 whole entry, looked up): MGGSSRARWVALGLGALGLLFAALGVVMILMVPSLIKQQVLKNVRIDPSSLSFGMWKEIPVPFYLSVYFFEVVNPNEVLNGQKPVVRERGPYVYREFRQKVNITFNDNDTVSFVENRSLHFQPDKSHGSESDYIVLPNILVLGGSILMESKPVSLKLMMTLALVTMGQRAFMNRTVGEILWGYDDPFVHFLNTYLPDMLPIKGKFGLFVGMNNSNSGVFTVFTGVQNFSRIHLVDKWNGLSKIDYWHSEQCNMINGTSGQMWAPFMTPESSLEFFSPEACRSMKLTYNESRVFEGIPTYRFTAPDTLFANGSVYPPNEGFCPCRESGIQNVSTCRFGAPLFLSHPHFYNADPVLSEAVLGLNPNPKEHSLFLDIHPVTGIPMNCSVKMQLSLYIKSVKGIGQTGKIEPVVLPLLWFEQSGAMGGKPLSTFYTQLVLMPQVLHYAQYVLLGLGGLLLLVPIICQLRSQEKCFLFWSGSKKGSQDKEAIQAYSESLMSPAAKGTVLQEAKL
SR-BI DiI-HDL act: SR-BI HDL lipid transfer activation. CHO ldlA[mSR-BI] cells, DiI-HDL uptake fluorescence, 3 h; 100 = double the neutral-control signal. actives 0.096% (n = 320,000). activation, % at 12.5 µM. AID 504775;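 active = mean replicate activation of at least 60% and every replicate at or above 60%; inconclusive = mean or all-replicate condition met, but not both; inactive = mean below 60% and not all replicates reaching 60%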;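 note: 0% = median plate neutral-control signal and 100% = twice that signal; values of inactives mirror those of a sister screen read the other way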
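Test system: SR-BI-overexpressing, LDLR-lacking CHO cells; Medium: Ham's F12 with 0.5% BSA, HEPES 25 mM, pH 7.4; Schedule: 3 h, 37 °C; Technique: bottom-read fluorescence, 550/595 nm.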
An asterisk follows results filed as active; u = inconclusive; x = no result given.

SMILES | Wnt bcat act | phage Ecoli inh | Tat transport | MITF act | CAL PDZ FP-1 | E coli growth | AddAB inh | CAL PDZ FP-2 | SR-BI HDL uptake | SR-BI DiI-HDL act
Cc1cc2ncn(C(=O)N3CCOCC3)c2cc1C | x | 0.9 | -2 | -5 | -1.8 | -0.1 | -1.6 | -1 | -23 | 23
COc1ncnc2sc3c(c12)CCCC3 | x | 3.8 | -5 | 9 | -2.2 | -0.2 | 0.1 | x | 12 | -12
CCOC(CNc1c([N+](=O)[O-])c(=O)n(C)c(=O)n1C)OCC | x | 2.5 | -2 | -5 | -0.4 | -1.1 | -2.2 | -1 | -9 | 9
Cc1ccccc1N=Nc1c(O)[nH]c2ccccc12 | -1 | 3.1 | x | x | x | -1.4 | 1.6 | x | x | x
O=C1c2ccccc2NC(c2ccc([N+](=O)[O-])cc2)N1O (centres undefined) | -1 | 8.6 | 3 | -11 | 0.2 | 4.7 | 9.0 | -5 | 5 | -5
COc1ccc(OC)c(S(=O)(=O)N2CCC(C(=O)NCCC3=CCCCC3)CC2)c1 | x | 0.8 | -1 | x | -2.8 | 3.1 | 4.9 | -2 | 6 | -6
CCCCc1cc(=O)oc2cc(OCC(=O)N3CCC(C(=O)O)(c4ccccc4)CC3)ccc12 | -1 | 1.7 | 5 | -10 | 0.1 | -0.8 | 1.7 | -1 | 6 | -6
Cc1cccc(-c2c3c(=O)n(C)c(=O)n(C)c3c3cccnn23)c1 | 2 | 4.0 | -14 | x | 3.7 | -3.4 | 0.9 | 0 | -5 | 5
CC1CCC(C(C)C)C(OC(=O)CSc2n[nH]c(=O)[nH]c2=O)C1 (centres undefined) | x | 2.0 | -2 | -3 | -0.7 | -0.4 | 1.1 | -3 | -13 | 13
COc1ccc(-c2nnc(SCc3cccnc3)o2)cc1 | x | 1.9 | 1 | 72 | -1.2 | -1.6 | 3.4 | 4 | -10 | 10
CCC(C)c1c(O)nc(SCC(=O)Nc2ccccc2)[nH]c1=O (centres undefined) | x | 0.6 | 9 | 8 | -0.3 | -0.5 | 1.5 | -1 | -6 | 6
COc1ccccc1NC(=O)CSc1ccc2nnc(-c3cccnc3)n2n1 | -2 | 1.6 | 3 | -4 | 0.2 | 1.5 | 2.8 | x | 14 | -14
O=S(=O)(c1cccs1)N1CCN(CC(O)COc2cccc(Br)c2)CC1 (centres undefined) | x | 1.2 | 5 | x | -1.2 | -1.2 | -1.3 | 0 | 16 | -16
CC(=O)c1ccc(NC(=O)C(C)N(C)CC(=O)Nc2ccc(Cl)cc2)cc1 (centres undefined) | -2 | 0.1 | -1 | -5 | -1.0 | 0.2 | 1.2 | x | 34 | -34
NNC(=O)COc1ccccc1F | -1 | 1.1 | -8 | -1 | 0.4 | 1.1 | 1.9 | -4 | -35 | 35
CCCCCCCOc1ccc(C2CC(=O)N(C)C2=O)cc1 (centres undefined) | -1 | 0.2 | 9 | x | -1.1 | -2.4 | -1.0 | 0 | 6 | -6
COc1ccc(C(C)=O)c(Oc2nc(CN3CCOCC3)nc3scc(-c4cccs4)c23)c1 | -7 | 1.9 | 1 | 14 | -2.2 | -0.3 | 3.6 | -3 | 5 | -5
COc1ccc(C(=O)CNC2=NCCC2)cc1 | -3 | 0.8 | -6 | -9 | 0.5 | 0.8 | 4.1 | 2 | -27 | 27
Cc1ccc(CN2CC(C(=O)Nc3cccc(C)n3)CC2=O)cc1 (centres undefined) | 1 | 2.5 | 7 | -6 | -1.2 | -0.6 | 4.5 | 6 | 4 | -4
Cc1ccc(S(=O)(=O)NCC(=O)OCC(=O)c2ccc(Cl)s2)cc1 | 0 | 0.7 | 1 | 3 | -2.0 | -1.8 | 2.9 | -3 | -2 | 2

As entered above.
NNC(=O)COc1ccccc1F | SR-BI DiI-HDL act = 35
CC1CCC(C(C)C)C(OC(=O)CSc2n[nH]c(=O)[nH]c2=O)C1 (centres undefined) | AddAB inh = 1.1
O=C1c2ccccc2NC(c2ccc([N+](=O)[O-])cc2)N1O (centres undefined) | E coli growth = 4.7
Cc1ccc(CN2CC(C(=O)Nc3cccc(C)n3)CC2=O)cc1 (centres undefined) | SR-BI DiI-HDL act = -4

(next part)
SMILES | Wnt bcat act | phage Ecoli inh | Tat transport | MITF act | CAL PDZ FP-1 | E coli growth | AddAB inh | CAL PDZ FP-2 | SR-BI HDL uptake | SR-BI DiI-HDL act
CCOC(=O)C1=CN(c2cccc(F)c2)C=C(C(=O)OCC)C1c1cc(OC)c(O)c([N+](=O)[O-])c1 | 6 | 0.8 | 8 | 1 | -2.2 | -0.4 | -0.6 | -4 | -2 | 2
COc1ccc(S(=O)(=O)N2CCN(Cc3cccc(OC)c3)CC2)cc1 | 2 | -0.3 | 13 | x | -0.1 | -1.1 | 1.1 | -5 | -4 | 4
Cc1ccc(NC(=O)c2cnn(-c3ccccc3)c2C)c(C)c1 | 45* | 1.6 | 4 | 68 | x | 1.2 | 3.6 | -2 | 0 | 0
Cc1ccc2cccc(OCC(=O)N3CCc4ccccc43)c2n1 | -2 | 3.1 | u | 0 | -1.2 | 2.7 | 1.2 | 1 | x | x
COc1cccc(C2=CC(=O)C[C@H](c3ccc4c(c3)OCO4)C2)c1 | x | x | 10 | 2 | -1.3 | -1.6 | -0.6 | 2 | 17 | -17
Cc1ccc(C(=O)C(C)Oc2cccc(NC(=O)c3ccco3)c2)cc1 (centres undefined) | x | 2.9 | 6 | 8 | -0.8 | 2.2 | 5.5 | x | 10 | -10
CCN1CCN(S(=O)(=O)c2ccc(Cl)c(C(=O)N(C)Cc3ccc(F)cc3)c2)CC1 | -2 | -0.2 | -3 | -1 | -2.1 | -0.1 | -1.4 | -4 | 11 | -11
CCCCNC(=O)CS(=O)Cc1nc(-c2ccc(C)cc2)oc1C (centres undefined) | 10 | 0.5 | 8 | x | 0.9 | -1.4 | -1.3 | x | 7 | -7
O=C(CN1CCc2ccccc21)NC(=O)NCc1ccccc1 | -11 | 3.2 | 4 | -12 | 0.8 | 0.9 | 4.7 | -2 | -21 | 21
COc1ccc(Cl)cc1NC(=O)NCc1ccco1 | -1 | 2.8 | 7 | -6 | -2.7 | -2.2 | 3.4 | -3 | 5 | -5
CCOC(=O)c1ccc(NC(=O)C2(c3ccccc3)CCOCC2)cc1 | -1 | 0.7 | -5 | -1 | -0.9 | -0.7 | -2.0 | -3 | -3 | 3
CCCCn1c(=O)n(CC(=O)NCc2ccc(C)cc2)c(=O)c2c1nc(CO)n2CCC | x | 2.2 | -5 | 4 | -0.5 | 0.2 | 0.3 | 2 | -18 | 18
CCOc1ccc(NC(=O)CCn2ccnc2)cc1 | 2 | -10 | -11 | -7 | -0.7 | 2.6 | 5.8 | x | -30 | 30
COc1c(F)c(F)c(C(=O)O)c(Nc2ccc(C)cc2C)c1F | -1 | 6.0 | 3 | 8 | -0.1 | -8.3 | 1.9 | -3 | -8 | 8
Cc1cc(NC(=O)CSc2nnc3ccc(-c4ccc(F)cc4)nn23)no1 | -1 | 0.7 | -16 | 12 | -0.2 | 0.3 | -0.8 | x | 6 | -6
CCCCn1c2ccccc2c2nnc(SCC(=O)NC3=NN=C(c4ccccc4)CS3)nc21 | 10 | 4.2 | x | x | x | -2.8 | 2.5 | x | x | x
CN1CCN(c2ccccc2/C=N/NC(=O)c2cccnc2)CC1 | -2 | 3.2 | -2 | -13 | -1.4 | 0.8 | 1.9 | -1 | -10 | 10
N#Cc1ccc(Cn2c(=O)oc3ccccc32)cc1 | 1 | 0.0 | 0 | -11 | -1.1 | 1.2 | 3.1 | 1 | 8 | -8
CN(C(=O)COC(=O)c1cccc(Cl)c1)C1CCS(=O)(=O)C1 (centres undefined) | -1 | 2.0 | 3 | 7 | -0.6 | -0.7 | 1.8 | -1 | -16 | 16
COc1ccc(NC(=S)NCCc2ccc(F)cc2)c(OC)c1 | 6 | -1.2 | -6 | 0 | -2.3 | -1.9 | 1.8 | -1 | 23 | -23
CSCc1ccc(C(=O)NC(C)c2cnn(-c3ccccn3)c2C)o1 (centres undefined) | 3 | 0.2 | -4 | 14 | -0.8 | 2.4 | 0.9 | -8 | -7 | 7
CCCC1=NN(c2ccc([N+](=O)[O-])cc2)C(=O)/C1=C\N(C)C | 6 | 2.5 | -2 | -3 | -1.6 | 2.1 | 4.8 | -1 | 4 | -4
O=C(CCC(=O)N1CCSc2ccccc21)NCCc1ccccc1 | -2 | 2.8 | 1 | x | 0.2 | -1.8 | -0.5 | x | 8 | -8
CC(=O)Nc1ccn(-c2ccccc2)n1 | 9 | 0.9 | -3 | x | -2.4 | 0.6 | 1.1 | -4 | -14 | 14
Cc1cc(NC(=O)CC(C)C)c(=O)n(Cc2c(F)cccc2Cl)c1 | -5 | 1.0 | 2 | -11 | x | 0.3 | 3.4 | -4 | 19 | -19
COc1ccc(NC(=O)Cc2ccc(C)cc2)c([N+](=O)[O-])c1 | 5 | 1.7 | -5 | 6 | -2.6 | 2.6 | 0.2 | 0 | -16 | 16
COc1ccc(Cl)cc1N/C(N)=N/c1nc(C)cc(=O)[nH]1 | 10 | 3.6 | -5 | -8 | -1.1 | -1.6 | 0.7 | -5 | -10 | 10
COc1ccc(SCCN2CCN(C)CCC2=O)cc1 | 1 | 2.2 | 18 | 9 | 0.1 | x | x | 0 | -33 | 33
COc1ccc(S(=O)(=O)Nc2cccc3c2O[C@H](CN(C)Cc2ccc(-c4ccccc4)cc2)[C@@H](C)CN([C@H](C)CO)C3=O)cc1 | -5 | 1.4 | -30 | 4 | -1.0 | -0.4 | 1.9 | -3 | 9 | -9
CCC(C)N(C(=O)CSc1nc2ccc(OC)cc2[nH]1)C1CCS(=O)(=O)C1 (centres undefined) | 2 | -1.0 | 1 | -5 | -2.3 | -2.3 | 0.9 | -3 | -9 | 9
Cn1cc(C=O)c2cc(F)ccc21 | -1 | 2.8 | -5 | x | 0.3 | 0.3 | 2.1 | x | 0 | 0
C[n+]1cn(/N=C/c2ccccc2)c2ccccc21 | x | 0.9 | 3 | -27 | -0.7 | 2.4 | 3.3 | -1 | 2 | -2

Compound profiles (already shown). Order of values: Wnt bcat act | phage Ecoli inh | Tat transport | MITF act | CAL PDZ FP-1 | E coli growth | AddAB inh | CAL PDZ FP-2 | SR-BI HDL uptake | SR-BI DiI-HDL act
CSCc1ccc(C(=O)NC(C)c2cnn(-c3ccccn3)c2C)o1 (centres undefined) in the list: 3 | 0.2 | -4 | 14 | -0.8 | 2.4 | 0.9 | -8 | -7 | 7
COc1ccc(SCCN2CCN(C)CCC2=O)cc1 in the list: 1 | 2.2 | 18 | 9 | 0.1 | x | x | 0 | -33 | 33
CCCC1=NN(c2ccc([N+](=O)[O-])cc2)C(=O)/C1=C\N(C)C in the list: 6 | 2.5 | -2 | -3 | -1.6 | 2.1 | 4.8 | -1 | 4 | -4
COc1ccc(Cl)cc1N/C(N)=N/c1nc(C)cc(=O)[nH]1 in the list: 10 | 3.6 | -5 | -8 | -1.1 | -1.6 | 0.7 | -5 | -10 | 10

Rows are unselected. Share with any hit: about 3.6%.
